Screening results as filed in PubChem BioAssay.
Menin-MLL TR inh: inhibitors of human menin-MLL interaction, mutant MLL peptide | Menin + Texas Red MLL mutant peptide, fluorescence polarization | Potency, µM (series often up to 61.6 µM), without a hit: top-dose FP activity change, negative = inhibition, hits mostly inhibitors | O00255 | actives 0.23% (n = 270,000); active = well fitted inhibition curve with a large enough effect in the polarisation, with a control signal flat, not every such curve was filed as active; inconclusive = small, poorly fitted or top-dose-only effect, or effect the other way, or a change in a side signal; inactive = no such curve, though single readings can be large or run the other way; the % refers to the polarisation; also: potency is read from the fitted curve at half-maximal effect; % of control where 0% means no effect; many of its hits are not listed in these tables
BRCA1 expr up: BRCA1 expression activation; MCF7-BRCA1-FFLuc reporter, luminescence, 48 h; response scale: scaled: vehicle 0%, 10 µM genistein 100%; Potency, µM (top dose mostly 46.1 µM), without a hit: at the top dose activation, hits mostly activators; actives 1.1% (n = 380,000); AID 624202; also: potency is read from the fitted curve at half-maximal effect; nearly all actives have a fitted effect of over 80% in size; some results filed as inactive show a strong effect at the top dose
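MCF7-BRCA1-FFLuc cells, 2000/well in phenol-red-free MEM, attached 2 h then treated 48 h at 37 C. Luciferase luminescence read 15 min after reagent; normalized to genistein maximum activation (10microM) and DMSO, concentration-response fitted.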
p53 reactivation: restores transcriptional activity of mutant p53; H1299 p53-A138V BP100-luciferase reporter, luminescence, 24 h; Potency, µM (top dose mostly 92.2 µM), inactives show top-dose activity change, positive = activation, usual class: activators; actives 0.063% (n = 320,000); AID 504706; also: potency is read from the fitted curve at half-maximal effect; % of control where 0% means no effect; nearly all actives have a fitted effect of over 45% in size
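H1299 (p53-null), stable ts p53-A138V + BP100-Luc; 1000 cells/well, Opti-MEM/10% FBS; cpd 4 pt, 1:5; 24 h, 37 deg C, 5% CO2; detection reagent 10 min RT; luminescence.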
ELG1 genotox: induces genotoxicity in HEK293T cells with luciferase-tagged ELG1; HEK293T ELG1-luciferase reporter, luminescence, 16 h; Potency, µM (highest dose often 46 µM), inactives show at the top dose activity change, positive = activation, usual class: activators; actives 1.3% (n = 330,000); AID 504466; also: potency is read from the fitted curve at half-maximal effect; % of control where 0% means no effect; nearly all actives have a fitted effect of over 60% in size
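Reporter readout depends on ELG1 protein level, which increases with genetic stress. After 16 hr compound exposure at 37 °C, luciferase activity was quantified using ONE-Glo.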
RORg inh: inhibitors of mouse ROR gamma transcriptional activity | P51450 | Potency, µM (series often up to 53.6 µM), for the others: at the highest dose activity change, negative = inhibition, usual class: inhibitors | actives 5.4% (n = 310,000) | Drosophila S2 Gal4-RORgamma UAS-luciferase reporter, 20 h; also: potency is read from the fitted curve at half-maximal effect; % is scaled to controls: 0 for no effect and ±100 for the full control effect; nearly all actives have a fitted effect of over 60% in size
Target sequence (P51450 whole entry, looked up, the tested form may be a part): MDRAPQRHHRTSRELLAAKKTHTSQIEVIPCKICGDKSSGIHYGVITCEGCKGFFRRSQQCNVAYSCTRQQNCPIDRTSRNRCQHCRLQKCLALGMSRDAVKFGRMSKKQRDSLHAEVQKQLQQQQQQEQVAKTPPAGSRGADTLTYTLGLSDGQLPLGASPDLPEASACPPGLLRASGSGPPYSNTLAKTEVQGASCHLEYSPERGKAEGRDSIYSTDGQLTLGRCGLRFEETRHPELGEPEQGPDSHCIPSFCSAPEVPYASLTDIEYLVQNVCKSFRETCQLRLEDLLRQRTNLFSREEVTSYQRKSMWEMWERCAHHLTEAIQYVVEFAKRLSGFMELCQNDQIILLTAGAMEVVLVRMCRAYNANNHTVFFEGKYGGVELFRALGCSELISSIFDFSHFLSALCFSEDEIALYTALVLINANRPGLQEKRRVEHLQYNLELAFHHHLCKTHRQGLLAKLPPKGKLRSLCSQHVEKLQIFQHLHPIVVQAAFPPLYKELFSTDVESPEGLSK
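Drosophila Schneider cells stably carrying a metallothionein-driven Gal4 DBD–ROR gamma fusion and a UAS-Photinus luciferase reporter were exposed to compound for 1 hr, then induced with copper sulfate (700 uM final) for 20 hr at ambient temperature before luminescence reading.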
Giardia kill: kills Giardia lamblia. actives 0.15% (n = 340,000). AID 540267. activity change, % at 7.66 µM, hits read low. Giardia lamblia trophozoite viability; in the data active = activity change below about -80%; inconclusive = between about -30% and that limit;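 also: parasites exposed to compound for two days anaerobically before the ATP read; % is scaled to controls: 0 for no effect and ±100 for the full control effect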
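Media and compound were dispensed first, then trophozoites at 100 cells/well; plates sat 48 hrs at 37 deg C without oxygen before ATP luminescence reagent was added and read after 15-30 min at room temperature.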
Gal4-VP16 FLuc: Gal4-VP16 reporter inhibition counter-screen; Drosophila S2 Gal4-VP16 UAS-luciferase, luminescence, 20 h; Potency, µM (top dose mostly 53.6 µM), for the others: at the top dose activity, negative = inhibition, hits mostly inhibitors; actives 3.5% (n = 310,000);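 also: Gal4-VP16 expression switched on by copper sulfate through the metallothionein promoter; potency is read from the fitted curve at half-maximal effect; % is scaled to controls: 0 for no effect and ±100 for the full control effect; nearly all actives have a fitted effect of over 50% in size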
Rab9 promoter act: activates the Rab9 promoter; Huh7 Rab9 promoter-luciferase reporter, luminescence, 24 h; Potency, µM (top dose mostly 9.22 µM), for inactives: top-dose activation, negative = inhibition, most hits filed as activators; actives 2.8% (n = 320,000); AID 485297; also: potency is read from the fitted curve at half-maximal effect; % of control where 0% means no effect; nearly all actives have a fitted effect of over 60% in size
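Luciferase signal after 10 min detection reagent at ambient indicates Rab9 promoter upregulation; stably transfected Huh7 cells were treated 24 h with compound in DMSO at 37 °C, 5% CO2.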
FLuc counter: firefly luciferase modulation, counter-screen for miR-21 project | Potency, µM (titrated, usually from 57.5 µM), for the others: at the top dose activity change, negative = inhibition, usual class: inhibitors | actives 6.9% (n = 360,000) | purified FLuc, Km substrates, luminescence inhibition | AID 588342 | P08659;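 also: potency is read from the fitted curve at half-maximal effect; plate controls were vehicle for no effect and reference inhibitor for full effect; nearly all actives have a fitted effect of over 55% in size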
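Purified P. pyralis luciferase (10nM final) with 10uM D-luciferin and 10uM ATP (Km levels) in 50mM Tris acetate pH 7.5, 10mM Mg acetate, 0.01% Tween-20, 0.05% BSA; qHTS 6-point titration, ~60 µM downward; luminescence read.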
PKM2 activator: increases activity of human pyruvate kinase M2; P14618; purified PKM2, Kinase-Glo ATP luminescence, activation; response scale: 0% is enzyme alone, no compound; Potency, µM (doses to about 57.5 µM), without a hit: top-dose activation, usual class: activators; actives 0.34% (n = 260,000); AID 1631; also: potency is read from the fitted curve at half-maximal effect; % is scaled to controls: 0 for no effect and ±100 for the full control effect; nearly all actives have a fitted effect of over 55% in size
Target sequence (P14618 whole entry, looked up): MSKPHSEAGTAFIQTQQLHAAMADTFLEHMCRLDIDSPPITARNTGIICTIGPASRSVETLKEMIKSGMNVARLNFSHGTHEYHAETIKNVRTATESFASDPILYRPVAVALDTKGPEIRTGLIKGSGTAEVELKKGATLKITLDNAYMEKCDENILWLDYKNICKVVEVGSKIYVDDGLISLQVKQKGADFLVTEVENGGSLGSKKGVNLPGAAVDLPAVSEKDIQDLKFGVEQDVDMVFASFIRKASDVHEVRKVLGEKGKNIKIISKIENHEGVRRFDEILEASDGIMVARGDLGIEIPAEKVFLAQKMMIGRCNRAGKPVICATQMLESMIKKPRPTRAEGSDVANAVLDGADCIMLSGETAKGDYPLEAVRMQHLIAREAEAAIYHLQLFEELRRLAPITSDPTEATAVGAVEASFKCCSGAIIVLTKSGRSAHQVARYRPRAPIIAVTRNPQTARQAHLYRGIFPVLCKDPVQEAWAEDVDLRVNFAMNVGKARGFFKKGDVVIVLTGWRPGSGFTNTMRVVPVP
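Purified hPK-M2 (>95%) run at intermediate activity with 0.1 mM ADP and 0.5 mM PEP in 50 mM imidazole pH 7.2, KCl, MgCl2; 1 h room temperature. ATP formed read by Kinase-Glo luminescence; normalized to uninhibited and no-enzyme controls.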
NPC1 prom act: NPC1 promoter activation; Huh7 NPC1 promoter luciferase reporter, 24 h; Potency, µM (titrated, usually from 9.22 µM), for inactives: at the highest dose activation, actives largely listed as activators; actives 2.4% (n = 320,000); AID 485313;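 also: potency is read from the fitted curve at half-maximal effect; % of control where 0% means no effect; nearly all actives have a fitted effect of over 60% in size; reporter is driven by a mutant NPC1 promoter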
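In 1536-well qHTS, Huh7 cells harboring an NPC1 promoter–luciferase construct received compound for 24 h; activation was quantified by luminescence following luciferase reagent addition.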
Numbers without * were called inactive; ? = inconclusive; . = no result given; [ ] = dose if it differs, or a comment. Unless noted, calls follow the shape of the dose curve; as a rule, active = well fitted curve in the direction sought with a large enough effect; inconclusive = small, poorly fitted or top-dose-only effect, or another doubt; inactive = no such curve, though single readings can be large; an effect the other way counts as inactive or inconclusive. The list is partial; the hit share may differ from the screen's.

Value order – Menin-MLL TR inh, BRCA1 expr up, p53 reactivation, ELG1 genotox, RORg inh, Giardia kill, Gal4-VP16 FLuc, Rab9 promoter act, FLuc counter, PKM2 activator, NPC1 prom act
O=C1Nc2ccc(Br)cc2C1=C1CCCCC1
→ 2%, -84%, -5%, -15%, -16%, -9, -8%, 5%, 1%, 5%, 0%
CCCCc1ccc(NC(=O)CSC2=C(C#N)C(c3ccco3)C3=C(CCCC3=O)N2)cc1 (configuration not stated)
→ 2%, -88%, 20%, -9%, -3%, -21, -8%, 1%, -1%, -4%, 1%
Cc1cc(C)cc(-n2c(C)cc(/C=N\NC(=O)COc3cccc4cccnc34)c2C)c1
→ ?, -27%, -3%, -4%, 14%, 5, -13%, 2%, ?, 10%, -2%
CCCCCCCn1c(C)nnc1-c1cnn(C)c1N
→ -8%, 0%, 15%, 1%, 1%, 5, 1%, -4%, -15%, 3%, -4%
Cc1ccc(/C=C2\SC(=S)N(C3CCS(=O)(=O)C3)C2=O)o1 (configuration not stated)
→ ?, -1%, 9%, -15%, -21%, 6, -6%, -10%, -14%, 8%, -8%
O=C(O)CC(NC(=O)C12CC3CC(CC(C3)C1)C2)c1ccc2c(c1)OCO2 (configuration not stated)
→ 3%, 24%, 1%, 2%, -5%, -4, -12%, 5%, -4%, 3%, -3%
CCOc1ccccc1NC(=O)c1ccc(S(=O)(=O)N(C)C)cc1
→ 13%, 0%[1.84 µM], -9%, -3%, -9%, -6, -5%, 7%, -8%, -12%, 5%
Cc1ccc(CNC(=O)c2ccc(N3CCC4(CC3)CC(c3cccc(Br)c3)=NO4)c([N+](=O)[O-])c2)cc1
→ ., -34%, -1%, 0%, ., 1, ., -1%, -2%, ., -7%
N/C(Cc1ccc([N+](=O)[O-])cc1)=N\OC(=O)c1ccccc1F
→ 4%, 67%, 11%, 6%, 5%, 11, -3%, 20%, ?, 3%, 16%
COc1cc(NC(=O)CN2CCN(Cc3ccc4c(c3)OCO4)CC2)cc(OC)c1
→ -8%, -18%, 0%, -2%, -1%, -1, -1%, 1%, -1%, 0%, -2%
COc1ccc(CCNC(=O)c2ccc(Cl)cc2)cc1OC
→ -5%, -3%, 12%, -3%, -27%, 23, -1%, 1%, 2%, 1%, -4%
CCc1cc(C(=O)Nc2nc(-c3ccccn3)cs2)sc1C
→ ., -8%, 24%, 5%, ., -3, ., 24%, 12µM*, ., 24%
CC(=O)c1cnc(Nc2nc(C)c3cccc(C)c3n2)nc1C
→ -12%, ., 18%, -2%, -12%, ., -2%, -14%, 2%, -3%, 4%
Cc1cccc(C)c1OCC(=O)N(Cc1ccc(Cl)cc1)C1CCS(=O)(=O)C1 (configuration not stated)
→ 23%, -12%, -8%, 0%, 24%, 14, -1%, 0%, -2%, -12%[0.46 µM], 3%
COc1ccc(NC(=O)COC(=O)c2ccc([N+](=O)[O-])o2)cc1Cl
→ 21%, 11%, 4%, -1%, -8%, 0, 8%, -3%, 3%, 2%, -7%
COc1ccc(/C=N/NC(=O)c2ccc(=O)[nH]n2)cc1OC
→ 4%, -10%, -8%, 0%, -17%, 0, -1%, -2%, -11%, 20%, 0%
COc1ccc(Cc2nnc(NC(=O)Nc3ccc(C)cc3)s2)cc1OC
→ 47%[activator], 71%, ?, ?, 0%, 13, 5%, ?, ?, ., ?
CN(C)/C=C/C(=O)c1ccc(Oc2ccccc2)cc1
→ -6%, ?, 3%, 4.1µM*, 34%, -20, 13%, 1.4µM*, 4.3µM*, -4%, ?
Cc1cc(C(=O)Nc2ccc(S(=O)(=O)N3CCOCC3)cc2)ccc1[N+](=O)[O-]
→ ?, -9%, 3%, -5%, ?, 5, -4%, 1%, 3%, 2%, -5%
c1ccc(-c2nnc(SCC3CCCO3)nc2-c2ccccc2)cc1 (configuration not stated)
→ ., 0%, -5%, -4%, -8%, -5, -4%, 0%, 1%, -8%, -2%
COc1cc(/C=N/NC(=O)c2ccc3c(c2)OCCO3)cc(Cl)c1O
→ ., 20%, ?, 10%, -31%, 26, -9%, 2%, 13µM*, ., 22%
COC(=O)c1ccccc1NC(=O)CSc1ncn[nH]1
→ ., -5%, 4%, 0%, 0%, 5, 6%, -4%, 0%, -3%, 1%
C/C(=C\C(=O)c1ccc(Cl)cc1)NCc1ccc2c(c1)OCO2
→ -5%, -6%, 4%, 1%, 1%, -3, -6%, -3%, -15%, 6%, 0%
CC(=O)NS(=O)(=O)c1ccc(NC(=O)c2ccc(Br)o2)cc1
→ ., 0%, 3%, 1%, -12%, -11, -1%, 0%, 5%, -12%, 2%
Cc1cc(C)n(S(=O)(=O)c2ccc(Cl)c(Cl)c2Cl)n1
→ -11%, -2%, -3%, ?, -16%, -18, 1%[0.365 µM], -9%, 2%, 6%, -3%
CC1CCCCN1C(=O)Cn1c(=O)oc2ccccc21 (configuration not stated)
→ -10%, -10%, 1%, 1%, -4%, 20, 10%, 3%, 4%, 0%, 0%
COc1ccc(Br)cc1CNC(=O)C1CCN(C(=O)N(C)C)CC1
→ -14%, -7%, -5%, -4%, 7%, 3, -24%[10 µM], 0%, -5%, -4%, 0%
C=CCn1c(SCc2c(C(=O)OC)sc(N)c2C(=O)OC)nnc1-c1ccc(Br)cc1
→ -4%, -31%, -2%, -19%, -29%, -4, -10%, 11%, 5%, 4%, 0%
Cc1cc(C)nc(NC2=NCCN2C(=S)Nc2c(C)cccc2C)n1
→ -3%, 16%, -4%, 0%, -12%, -3, -9%, -2%, -1%, 2%, -3%
CN(CC(=O)Nc1cccc(F)c1)C(=O)c1sc2ccccc2c1Cl
→ ., -8%, ?, 4%, ., -8, ., -8%, ?, ., 2%
Cc1cc(-c2n[nH]c(=S)n2/N=C/c2cccc(O)c2)n[nH]1
→ ., 19%, 6%, 4%, 3%, -15, 0%, -8%, -2%, -2%, -4%
Cc1ccc(C(=O)NCCN2CCOCC2)cc1
→ -6%, 45%, 29%, 6%, ?, 0, -10%, 5%, -9%, -5%, -2%
CCCCC(=O)Nc1ccc(C(N)=O)cc1
→ -1%, 8%, 5%, -1%, -16%, 0, 17%, 2%, 4%, -2%, 17%
O=c1oc2c(CN3CCN(CCO)CC3)c(O)ccc2cc1-c1ccccn1
→ 6%, 4%, -2%, 1%, -4%, 9, 11%, 4%, -6%, -4%, 1%
O=C(Nc1cccc(C(F)(F)F)c1)C1CCCN(S(=O)(=O)c2cnc[nH]2)C1 (configuration not stated)
→ 36%[activator], -1%, -9%, -5%, 43%, -6, -11%, 0%, -2%, 8%, 5%
CCOC(=O)C1(C)NC(c2cccc(C)c2)C2C(=O)N(c3ccccc3)C(=O)C21 (configuration not stated)
→ -19%, -14%, ., -1%, -2%, -8, 2%, 0%, 2%, 5%, 1%
CNC(=S)N/N=C(\C)c1ccc(C(C)(C)C)cc1
→ -7%, 28%, ?, 6%, 1.1µM*, -4, 0.89µM*, 4%, ?, -11%, 2%
O=C(NNc1ncnc2c1cnn2-c1cccc(Cl)c1)c1ccco1
→ ?, 52%, -9%, 1%, 5µM*, 2, 7.1µM*, 13%, ?, 0%, -2%
O=C(CCc1ccccc1)NC(=S)Nc1ccccc1Br
→ ?, 41%, ?, 0%, 3.5µM*, -10, ?, 9%, -1%, 4%, 0%
CCSc1cc(C)nc2ncnn12
→ -10%, -25%, -1%, 1%, -12%, -11, 7%, 8%, 11%, 11%, 1%

Entries listed so far that bear a hit mark in RORg inh:
molecule | Menin-MLL TR inh | p53 reactivation | RORg inh | Rab9 promoter act | NPC1 prom act
CNC(=S)N/N=C(\C)c1ccc(C(C)(C)C)cc1 | -7% | ? | 1.1µM* | 4% | 2%
O=C(NNc1ncnc2c1cnn2-c1cccc(Cl)c1)c1ccco1 | ? | -9% | 5µM* | 13% | -2%
O=C(CCc1ccccc1)NC(=S)Nc1ccccc1Br | ? | ? | 3.5µM* | 9% | 0%
